Screening results: PubChem BioAssay, several laboratories
GC-B act – GC-B (human) receptor activation; HEK293-GC-B cells, CNP EC30, cGMP TR-FRET; 0% at EC30 CNP, 100% saturating CNP; activation, % at 10 µM; 370,000 compounds, 0.11% hits;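 active = activation at 10 µM reaching about 35% in either raw or pattern-adjusted values, limit read from the data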
GC-A act – GC-A (human) enzyme activation | HEK293 GC-A cells, cGMP TR-FRET, EC30 ANP; 0% at EC30 ANP, 100% saturating ANP | 370,000 compounds, 0.14% hits | P16066 | activation, % at 10 µM; in the data active = activation above about 40%
SMARCA2 activ – SMARCA2 function activation, primary screen; MG213 cells, MMTV-luciferase reporter, dexamethasone, overnight; activation, % at 9.1 µM; 370,000 compounds, 1% hits; in the data active = activation above about 7.8%;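 also: 0% = vehicle wells and 100% = reference activator wells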
sPLA2-III inh – Blocks human group III sPLA2 activity; Q9NZ20; QFRET BODIPY PC-A2 liposome hydrolysis, fluorescence; inhibition, % at 12.2 µM; 370,000 compounds, 0.56% hits; AID 743126;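 active = inhibition above mean plus 3 SD of compounds lying within the high and low control bounds, cut at about 19% in these data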;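 also: 0% = median of test compound wells and 100% = no enzyme DMSO wells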
Target sequence (Q9NZ20 whole entry, looked up): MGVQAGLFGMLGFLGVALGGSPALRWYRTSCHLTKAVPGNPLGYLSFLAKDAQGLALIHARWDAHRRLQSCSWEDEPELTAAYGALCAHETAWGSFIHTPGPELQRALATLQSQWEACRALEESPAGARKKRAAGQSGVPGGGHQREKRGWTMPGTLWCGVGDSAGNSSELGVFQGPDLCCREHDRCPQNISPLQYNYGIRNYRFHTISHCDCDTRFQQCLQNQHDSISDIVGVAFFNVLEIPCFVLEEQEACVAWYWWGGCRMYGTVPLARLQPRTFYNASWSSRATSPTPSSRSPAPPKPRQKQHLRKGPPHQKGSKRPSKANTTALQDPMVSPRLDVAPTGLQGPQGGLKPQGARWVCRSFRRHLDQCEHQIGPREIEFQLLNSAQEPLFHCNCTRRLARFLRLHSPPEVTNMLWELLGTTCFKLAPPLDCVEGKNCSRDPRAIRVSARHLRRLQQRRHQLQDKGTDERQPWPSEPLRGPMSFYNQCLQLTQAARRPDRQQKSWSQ
DAX1 inh-1 – DAX1 (NR0B1) inhibition, primary screen | AID 652010 | 370,000 compounds, 1.1% hits | HEK293T StAR-luciferase reporter, SF-1/DAX-1 repression relief | inhibition, % at 6.8 µM;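 active = inhibition above the mean over all tested compounds plus 3 SD, cut at about 3.6% in these data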;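 also: 0% = DAX-1 cells with DMSO and 100% = cells lacking DAX-1 with DMSO; higher inhibition means more luminescence from relief of DAX-1 repression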
hgDAF-12 ag – hgDAF-12 agonism, primary luciferase screen; activation, % at 6.8 µM; HEK293 GAL4-hgDAF12 UAS-luciferase reporter, agonist luminescence; normalized to butyrate control; 370,000 compounds, 1.8% hits; AID 687014;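 active = activation above a cutoff set at the mean of all screened compounds plus 3 SD, cut at about 10% in these data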;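 also: 0% = DMSO wells and 100% = sodium butyrate wells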
hcDAF-12 act – activates DAF-12 receptor from parasite H. contortus | HEK293 hcDAF-12 lit1-tk-luc reporter, luminescence; 0% DMSO, 100% Δ7-dafachronic acid | activation, % at 6.8 µM | 370,000 compounds, 1.4% hits;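 active = activation above the mean of all tested compounds plus 3 SD, cut at about 5.5% in these data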;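 also: 100% = response to 3 µM Δ7-dafachronic acid high control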
DAX1 inh-2 – inhibitors of human orphan nuclear receptor DAX1 (NR0B1) | HEK293 Gal4-DAX1 luciferase reporter, luminescence | inhibition, % at 6.75 µM | 340,000 compounds, 0.99% hits | AID 504766;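 active = inhibition above the mean over all tested compounds plus 3 SD, cut at about 4.2% in these data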;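 also: 0% = DAX1-transfected cells with DMSO and 100% = empty-vector control cells with DMSO; inhibition shows as a rise in luminescence from relieved DAX1 repression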
Target sequence (P51843 207-470 limits assumed): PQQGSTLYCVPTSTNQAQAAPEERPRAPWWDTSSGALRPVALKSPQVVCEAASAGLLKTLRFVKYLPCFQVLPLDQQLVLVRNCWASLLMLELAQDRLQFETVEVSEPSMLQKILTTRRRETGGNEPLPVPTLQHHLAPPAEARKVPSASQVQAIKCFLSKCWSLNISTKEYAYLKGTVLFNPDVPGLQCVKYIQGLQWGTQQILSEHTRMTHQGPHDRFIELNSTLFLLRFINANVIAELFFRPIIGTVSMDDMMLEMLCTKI
ssDAF-12 act – activators of S. stercoralis DAF-12 nuclear receptor; 370,000 compounds, 1% hits; AID 652126; activation, % at 6.8 µM; HEK293 ssDAF-12/GRIP1 lit1-tk-luc reporter, luminescence; % of 3 µM dafachronic acid response;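 active = activation above the mean over all tested compounds plus 3 SD, cut at about 0.9% in these data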;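 also: 0% = DMSO-only wells and 100% = 3 µM delta7-dafachronic acid wells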
ADAM10 inh – inhibits human ADAM10; O14672; recombinant ADAM10, EDANS/DABCYL FRET peptide cleavage, 3 h; inhibition, % at 7 µM; 370,000 compounds, 0.62% hits;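 active = inhibition above a per-campaign cutoff equal to the mean of compounds falling between control-based bounds plus 3 SD, cut at about 20% in these data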;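 also: 0% = DMSO wells while the 100% control is not disclosed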
FXN GAA850 act – increases GAA850 frataxin promoter reporter activity | AID 540364 | activation, % at 6 µM | 360,000 compounds, 0.56% hits | HEK293 lucGAA850 FXN promoter luciferase reporter, 24 h; percent of 10 µM SAHA response;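 active = activation above the average of all compounds screened plus 3 SD, cutoff fixed separately per campaign, cut at about 7.5% in these data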;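 also: 0% = DMSO wells and 100% = 10 µM SAHA wells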
Starred values were filed as active, the others as inactive; i = inactive; x = not tested or not shown. No enrichment for hits; overall some 6.6% were active at least once.

SMILES	GC-B act	GC-A act	SMARCA2 activ	sPLA2-III inh	DAX1 inh-1	hgDAF-12 ag	hcDAF-12 act	DAX1 inh-2	ssDAF-12 act	ADAM10 inh	FXN GAA850 act
Cc1ccc(S(=O)(=O)N(C)C)cc1NC(=O)COC(=O)CSc1ccccc1	2	1	2	-1	0.3	2.6	0.7	1.6	-0.7	-1	1.2
O=C(Cn1cnc2c(OCc3ccccc3)ncnc21)NCCc1c[nH]c2ccccc12	-7	0	-5	-77	-1.3	-2.4	-2.4	-1.8	-1.1	-13	-1.1
NC(=O)Cn1ccc(O)c(Cc2ccc(Cl)cc2Cl)c1=O	0	0	-3	7	0.0	1.2	2.8	0.3	-0.8	-7	0.7
O=C(Nc1ccc(O)c2c(=O)cc(-c3ccccc3Cl)oc12)c1ccc(Cl)cc1Cl	-4	-2	1	0	0.4	-0.3	-1.2	1.5	-0.9	5	-0.5
Cc1occc1C(=O)NNC(=O)c1ccc(F)cc1	1	0	-2	8	0.0	0.2	-1.4	1.0	-0.8	-5	0.2
COCCCn1c(=N)c(C(=O)NCC2CCCO2)cc2c(=O)n3cccc(C)c3nc21 (stereo unspecified)	-4	10	1	6	-0.7	3.2	0.8	-0.2	-0.8	i	1.7
O=C(NC1CCCCC1)C(c1ccc(O)cc1)N(C(=O)c1cnccn1)c1cccc(F)c1 (stereo unspecified)	-1	-4	0	-3	0.1	1.0	-0.6	0.5	-1.0	2	0.3
CCC(C(=O)NC(C)(C)C)N(C(=O)Cn1nnc(-c2ccccc2F)n1)c1cnc2ccccc2c1 (stereo unspecified)	0	-2	2	5	0.1	-1.0	-0.1	0.8	-1.0	-2	-0.5
CC(C)CC(=O)NC(NC(=S)Nc1sc2c(c1C#N)CCCC2)C(Cl)(Cl)Cl (stereo unspecified)	-2	-3	2	0	0.4	-1.1	-1.8	0.3	-1.1	0	0.0
Cc1onc(-c2c(Cl)cccc2Cl)c1C(=O)Nc1ccc2c(c1)OCCO2	-2	0	-2	-10	-1.8	0.7	-2.8	-0.9	-1.9	-6	-2.6
CCCCCC(C)n1[nH]c(=O)c2c(C)cc(C)nc21 (stereo unspecified)	5	-3	-3	-9	0.1	1.0	-2.6	1.6	-1.2	-15	-0.7
C=CCn1c(SC(F)F)nc2scc(-c3ccco3)c2c1=O	-1	-7	1	11	0.5	-2.8	-0.1	-1.1	-0.1	16	6.5
CN(C(=O)COC(=O)CNC(=O)CNC(=O)c1ccc(Cl)cc1Cl)c1ccccc1	-2	18	-4	1	1.2	0.0	-0.4	0.9	-1.9	-4	2.7
NNC(=O)c1ccc(N2CCc3ccccc32)c([N+](=O)[O-])c1	-6	-5	-3	10	-1.5	-2.0	-2.4	-0.2	-0.6	-1	-1.0
COc1cc(C2CC(=O)NC3=C2C(=O)CC(C)(C)C3)ccc1O (stereo unspecified)	-1	1	1	0	-0.1	-2.6	-0.7	0.0	-1.3	-5	1.6

Two records drawn at random from those above:
SMILES	GC-B act	GC-A act	SMARCA2 activ	sPLA2-III inh	DAX1 inh-1	hgDAF-12 ag	hcDAF-12 act	DAX1 inh-2	ssDAF-12 act	ADAM10 inh	FXN GAA850 act
Cc1onc(-c2c(Cl)cccc2Cl)c1C(=O)Nc1ccc2c(c1)OCCO2	-2	0	-2	-10	-1.8	0.7	-2.8	-0.9	-1.9	-6	-2.6
Cc1ccc(S(=O)(=O)N(C)C)cc1NC(=O)COC(=O)CSc1ccccc1	2	1	2	-1	0.3	2.6	0.7	1.6	-0.7	-1	1.2

(further entries)
SMILES	GC-B act	GC-A act	SMARCA2 activ	sPLA2-III inh	DAX1 inh-1	hgDAF-12 ag	hcDAF-12 act	DAX1 inh-2	ssDAF-12 act	ADAM10 inh	FXN GAA850 act
CCOC(=O)C1C(C#N)=C(N)OC(C)=C1c1ccncc1 (stereo unspecified)	0	1	2	6	0.0	-1.6	0.0	0.0	-0.8	5	2.9
CCOC(=O)C1CCCN(S(=O)(=O)Cc2ccccc2Cl)C1 (stereo unspecified)	1	-3	-1	6	0.7	0.0	-2.7	2.4	-1.1	-13	1.5
COc1ccc(N2CCCn3c2nc2c3c(=O)n(Cc3ccccc3)c(=O)n2C)c(OC)c1	5	0	2	2	-0.8	0.3	0.1	2.0	-1.9	-3	0.5
N#CCN1CCN(CC(=O)Nc2ccc(OCc3ccccc3)cc2)CC1	3	-2	2	0	-0.1	2.7	-0.4	-0.1	-0.6	2	-0.2
O=P(O)(O)c1ccccc1OCCCCCOc1ccccc1P(=O)(O)O	-1	1	-2	3	0.1	-0.5	-0.4	-0.7	-1.2	-2	3.0
CCOC(=O)N1CCC(NC(=O)CN2C(=O)CCSc3ccccc32)CC1	-4	0	0	0	0.1	-0.7	-2.7	1.3	-1.0	-6	0.3
O=C(NC1CCCCC1)c1ccc(CNc2nc(=S)[nH]c3ccccc23)cc1	0	-10	-6	19	1.5	3.1	-1.0	-1.7	-1.3	-5	2.5
CC(=O)Nc1ccc(C(=O)N2CCN(S(=O)(=O)c3ccc4c(c3)OCCCO4)CC2)cc1	-3	-1	0	2	-0.5	-0.9	-0.5	0.5	-0.4	-10	0.2
CC1(C)CNC(=O)C=C(c2ccccc2)C1	6	3	-3	12	-0.1	-1.3	-1.7	-0.8	-0.8	-10	1.6
CCCCNC(=O)C1c2ccccc2OCC(=O)N1Cc1ccccc1 (stereo unspecified)	-6	-6	0	1	0.2	-0.4	2.4	x	-0.6	-6	x
COCCCNC(=O)c1ccc2sc(C3=C[C@@H](O)[C@@H](O)[C@@H](CO)O3)nc2c1	3	3	-1	8	0.1	0.9	0.0	x	-1.0	-16	1.4
COc1ccc(S(=O)(=O)Oc2ccc3c(c2)O/C(=C\c2cccnc2)C3=O)cc1	-3	2	-2	3	-0.2	-0.7	-1.2	1.4	-1.1	5	1.7
COc1cc(C(=O)NNC2=CC(=O)CC(C)(C)C2)cc(OC)c1OC	1	-1	-2	-26	0.3	0.5	-0.7	-0.4	-1.3	-28	-0.8
COc1ccc(NC(=O)c2cc(SC)ccc2Cl)cc1	1	1	6	2	-0.1	2.4	-1.2	1.1	-1.1	3	-0.8
CCCCCC(=O)N1C[C@H](O)[C@@H](n2cc(C3CC3)nn2)C[C@@H]1c1ccc(OC)cc1	4	1	-5	9	0.5	1.3	-2.7	-0.9	-1.6	-6	2.1
O=C(COc1ccc(Br)cc1)N1CCCCCC1	-3	3	0	-3	-0.1	1.8	-1.3	1.3	-0.1	-3	-1.6
O=C(Nc1ccc(Cl)cc1)Nc1ccc(N2CCOCC2)cc1	-1	7	0	11	0.3	0.7	-0.6	-0.4	-1.1	1	0.8
Cc1cccc(N2CCN(C(=O)c3cc(S(=O)(=O)N4CCOCC4)cn3C)CC2C)c1 (stereo unspecified)	2	2	-1	-3	1.0	-0.4	-1.5	0.3	-0.8	-4	2.6
CC1CCc2sc3c(c2C1)c(=O)n(CC(=O)O)c(=O)n3Cc1ccc(Cl)cc1 (stereo unspecified)	4	1	0	-35	0.2	-1.3	2.4	-0.6	-1.1	-4	1.0
CCOC(=O)N1CCN(C(=O)c2ccc(CS(=O)c3cccc(C)c3)o2)CC1 (stereo unspecified)	1	-2	0	-2	0.7	-0.5	-0.7	2.6	-0.9	-5	-1.5
Cc1ncn(-c2ccc(C(=O)Oc3ccccc3)cn2)n1	-4	4	1	1	-0.4	-2.0	-1.4	1.2	-1.6	6	0.5
CS(=O)(=O)Nc1ccc2c(c1)nc1n2CCOC1	-5	1	1	1	-0.4	-0.6	-1.8	-0.5	-0.5	7	-0.2
CCOc1ccccc1OCCCOc1ccc([N+](=O)[O-])cc1Cl	-11	-6	4	-7	-0.2	4.0	0.6	-0.3	-0.8	2	2.0
CC(=O)Nc1ccc(S(=O)(=O)N2CCN(CC(=O)NC3CCCC3)CC2)cc1	8	5	-3	4	0.0	-2.8	0.9	1.0	-0.7	-7	-2.3
CN(CCNC(=O)c1ccc(CS(=O)(=O)c2ccc(Br)cc2)o1)CCc1ccccc1	-3	-10	1	-13	0.5	0.6	-0.4	0.7	-0.7	-8	-1.0
O=C(NC1CCCCC1)c1cccc(NC(=O)c2ccccc2Cl)c1	0	3	5	5	-1.2	-2.8	-1.6	0.2	-1.5	-2	0.0
CCn1c(C)cc2c(c1=O)C(c1ccccc1)C(C(=O)OC)=C(N)O2 (stereo unspecified)	-1	-1	-5	-1	-0.4	4.8	0.8	0.1	-0.8	-26	2.3
CC(=O)Nc1ccc(NC(=O)c2cc(-c3ccc(F)cc3C)n[nH]2)cc1	0	-3	4	-10	4.1*	13*	1.6	x	-0.8	-2	1.9
COC(=O)c1[nH]c2cc(OC)ccc2c1NC(=O)c1ccc2c(c1)OCO2	-2	2	-3	-43	-0.3	-4.5	-2.6	-1.4	-1.4	-62	-0.2
CCOC(=O)N1CCC(Nc2c(N3CCN(c4cccc(C(F)(F)F)c4)CC3)c(=O)c2=O)CC1	-6	-2	-2	-6	-0.7	-0.7	0.9	-0.4	0.2	-4	-2.1
Cc1cnc(C(=O)OCC(=O)Nc2ncc(Cl)cc2Cl)cn1	-1	2	-2	2	3.4	4.1	3.1	0.5	-1.4	-7	0.8
COCc1cc(C)nc2sc(C(=O)OC(C)C)c(N)c12	-3	6	2	-1	0.1	-1.7	0.3	-0.4	-0.9	-39	4.6
NS(=O)(=O)c1cccc(NC(=O)CSc2nnc(NC3CC3)s2)c1	2	-1	2	-4	-0.5	1.9	-1.8	3.6	-0.8	2	2.1
CCOC(=O)[C@]12CCCC=C1N(Cc1ccccc1)C(=O)[C@H](CC(=O)NCC13CC4CC(CC(C4)C1)C3)C2	7	-1	-5	-8	0.3	1.1	-1.3	x	-1.5	-1	x
COc1cc(C(=C(CC(=O)O)C(=O)O)c2ccc3c(c2)OCO3)cc(OC)c1OC	10	-5	-7	10	-1.1	2.3	0.0	2.7	0.0	-24	1.7
CC(=O)C1=C(C)NC(SCC(N)=O)=C(C#N)C1c1sccc1C (stereo unspecified)	0	2	-4	23*	0.1	-1.6	-0.8	0.6	-1.9	-8	-0.3
COc1ccccc1N1CCN(Cc2cc3c(cc2Br)OCCO3)CC1	-2	-1	-2	-2	0.0	0.8	-0.1	0.4	-0.8	3	-1.3
O=C1CSC(c2cccc(F)c2)N1c1c(F)cccc1F (stereo unspecified)	-1	-1	-4	5	-0.1	-1.9	-1.9	0.4	-1.3	23*	0.6
C/C(=N/N=C1/NC(=O)CC(C(=O)Nc2ccccc2)S1)c1cccs1 (stereo unspecified)	-4	-3	0	-31	-0.1	13*	-0.2	-1.2	-1.1	6	0.9
COC(=O)CN1C(=O)COc2ccc(S(=O)(=O)N3CCCCCC3)cc21	0	1	-2	6	-0.3	0.6	-1.1	-0.5	-0.6	-9	0.5
O=C(Nc1nnc(C2CC2)s1)C1CCCCC1	3	0	1	0	0.5	2.8	-0.5	3.1	-0.4	0	3.9
O=C(/C=C/c1cccs1)Nc1sc2c(c1C(=O)O)CCCC2	0	-3	0	-10	-0.2	-0.9	0.2	-0.4	-0.6	4	0.2
CSc1ccccc1C(=O)N1CCN(S(=O)(=O)c2sc(C(=O)O)c(C)c2C(=O)O)CC1	-5	0	-2	-3	-0.7	0.2	-0.8	1.0	-0.8	11	-0.1
